HKDC1 inh: blocks human hexokinase HKDC1 activity; recombinant HKDC1, G6PDH/diaphorase resazurin coupled fluorescence; inhibition, % at 20 µM; hit rate 0.16% among 340,000; AID 493160;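 active = inhibition above about 35% when tested at 20 µM, limit read from the data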;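 note: plate controls were DMSO wells with enzyme for no effect and DMSO wells lacking enzyme for full effect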
Target sequence (Q2TB90 whole entry, looked up): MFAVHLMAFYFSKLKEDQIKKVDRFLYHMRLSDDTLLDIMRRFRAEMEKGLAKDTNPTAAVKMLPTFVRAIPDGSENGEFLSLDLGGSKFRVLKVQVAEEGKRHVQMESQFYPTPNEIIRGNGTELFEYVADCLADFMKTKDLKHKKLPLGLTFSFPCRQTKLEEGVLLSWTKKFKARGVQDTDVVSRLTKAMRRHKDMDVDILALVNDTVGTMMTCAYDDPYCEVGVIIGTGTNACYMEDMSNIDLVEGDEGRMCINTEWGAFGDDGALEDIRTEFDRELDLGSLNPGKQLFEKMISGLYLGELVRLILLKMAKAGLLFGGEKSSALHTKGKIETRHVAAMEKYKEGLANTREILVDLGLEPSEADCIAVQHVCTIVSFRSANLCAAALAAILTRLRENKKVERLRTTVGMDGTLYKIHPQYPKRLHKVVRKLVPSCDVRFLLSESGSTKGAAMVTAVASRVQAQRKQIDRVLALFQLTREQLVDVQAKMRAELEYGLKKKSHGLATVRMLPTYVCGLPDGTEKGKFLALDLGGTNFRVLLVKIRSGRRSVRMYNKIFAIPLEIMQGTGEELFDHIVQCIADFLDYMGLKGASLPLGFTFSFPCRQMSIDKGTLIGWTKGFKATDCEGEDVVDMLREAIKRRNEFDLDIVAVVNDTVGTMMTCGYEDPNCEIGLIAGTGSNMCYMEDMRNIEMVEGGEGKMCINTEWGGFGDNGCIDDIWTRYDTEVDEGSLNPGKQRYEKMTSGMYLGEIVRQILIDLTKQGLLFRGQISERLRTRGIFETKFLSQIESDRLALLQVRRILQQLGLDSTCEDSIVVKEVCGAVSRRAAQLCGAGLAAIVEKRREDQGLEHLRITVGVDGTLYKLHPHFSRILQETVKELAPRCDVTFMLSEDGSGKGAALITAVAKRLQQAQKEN
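System: Recombinant HKDC1 hexokinase | Amount: HKDC1 at 5 µg/mL | Reagent: Glucose with 1 mM ATP | Doses: Single 20 µM dose | Incubation: Reaction time 90 min, room temperature, protected from light | Signal: Coupled resazurin fluorescence, excitation 525 nm, emission 613 nm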
Gli-Sufu block: antagonists of Gli-Sufu signaling. Sufu-KO-LIGHT fibroblasts, Gli luciferase reporter luminescence. inhibition, % at 5 µM. hit rate 0.74% among 340,000;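 active = inhibition above about 55%, limit read from the data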;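 note: 0% = DMSO-treated cells and 100% = wells with medium but no cells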
Active calls of the source: *. Only part of the results is shown; count on the stated rates, not on these rows.

Order of values: HKDC1 inh | Gli-Sufu block
> Cc1coc2c(O)cc3c(c12)OC1(N2CCCCC2)C(=O)NCCCC31 (configuration not stated)
  17 | -6
> CC12CCC(=O)C=C1CCC1C2CCC2(C)C(c3csc(N)n3)CCC12 (configuration not stated)
  3 | 58*
> Cc1ccccc1NC(=O)c1cc(-c2ccco2)nc2ccccc12
  2 | -13
> CC(=O)c1sc(Nc2nc3cc4c(cc3s2)OCO4)nc1C
  3 | -73
> O=C(c1cc2cc3ccc(Cl)cc3nc2o1)N1CCN(Cc2ccc3c(c2)OCO3)CC1
  0 | 0
> CN1CCN(c2ccc(S(=O)(=O)N3CCOCC3)cc2NC(=O)C2CCCCC2)CC1
  -3 | 1
> Cc1ccccc1CNC(=O)c1cc2ccccc2o1
  -2 | -15
> COC1=C(N)C(=O)c2nc(C)ccc2C1=O
  32 | 19
> CCCCOc1ccc(Br)cc1CSC(=N)N
  -9 | 65*
> O/N=C/c1cn(-c2ccccc2)nc1-c1ccccc1
  1 | -8
> CC1(C)OC2CC3C4CC=C5CC(O)CCC5(C)C4CCC3(C)C2(C(=O)CO)O1 (configuration not stated)
  -5 | -1
> Cc1ccc(N(C(=O)CCl)C(C(=O)NC2CCCCC2)c2cccnc2)cc1C (configuration not stated)
  10 | 93*
> O=C(O)c1ccc(NCc2nc3cc4ccccc4cc3[nH]2)cc1
  0 | -10
> O=C1CCCCC1(c1ccccc1)c1ccccc1
  -5 | 2
> CC1CCCCN1C(=O)COC(=O)CSc1ccc(C(N)=O)cc1[N+](=O)[O-] (configuration not stated)
  -4 | -13
> N/C(=N\OC(=O)COc1ccc(Cl)cc1Cl)c1ccncc1
  2 | -142
> O=C(O)C1(C(=O)O)CCCC1
  -6 | -4
> N#CC(C#N)=C1SC(=Nc2ccccc2)C(=Nc2ccccc2)N1c1ccccc1
  -86 | 21
> O=C(C=CC(=O)OC1CCCCC1)OC1CCCCC1
  6 | 0
> CCOC(=O)c1ccccc1NC(=O)CSc1nc2c(sc(=S)n2CC)c(=O)[nH]1
  7 | -7
> O=c1[nH]cnc2c1ccn2C1OC(CO)C(O)C1O (configuration not stated)
  -5 | 0
> O=c1[nH][nH]c2cc([N+](=O)[O-])ccc12
  -4 | 15
> COc1cc(NC(=O)c2cc(-c3cccs3)on2)cc(OC)c1OC
  -2 | -3
> CC(C)C1Nc2c(O)cc(Cl)c([N+](=O)[O-])c2C2C=CCC21 (configuration not stated)
  4 | 3
> O=c1[nH]c2cc(Cl)c(Br)cc2o1
  1 | 9
> CCC(=O)n1nc(-c2cccnc2)nc1NCc1ccccc1
  0 | -4
> O=C(Cn1cc(COc2ccccc2C(F)(F)F)nn1)c1ccc(O)cc1
  25 | 8
> COc1cccc(-c2nnc(-c3ccc4ccccc4c3)o2)c1
  -1 | -87
> O=C(CSc1nc(-c2ccccc2)nc2c1Cc1ccccc1O2)Nc1ccc(C(=O)O)cc1
  32 | -6
> O=c1[nH][nH]c(-c2ccccc2)c1-c1ccccc1
  -1 | 6
> C/C(=N\NC(=O)c1ccc(Cl)cc1)c1cccs1
  0 | -87
> CCCCNC(=O)c1onc(CSc2ccc(C(C)C)cc2)c1C(=O)O
  6 | -1
> CCN1C[C@@H]2[C@@H]3C(=O)N(C)C(=O)[C@@H]3[C@](CC)(C(=O)OC)N2C1=NCc1ccccc1
  -5 | 5
> O=C(Nc1ccc(Cl)cc1)NN1CCCCCC1
  -6 | -12
> CC1CN(C2CCCCC2)C(=O)NC1=O (configuration not stated)
  -6 | 2
> COC(=O)C1=C(C(=O)OC)[C@]2([C@H]3CC=CCN[C@@H](Cc4ccccc4)C(=O)N3Cc3ccccc3)C=C[C@H]1O2
  2 | 0
> CC(NS(=O)(=O)c1cccc(C(=O)N(C)Cc2ccc(N3CCOCC3)cc2)c1)c1ccccc1 (configuration not stated)
  0 | -10
> Cc1cccc(-c2ccc3c(c2)C2CC3CCN2C(=O)OCc2ccccc2)c1 (configuration not stated)
  8 | -6
> COc1ccc(Cl)cc1NC(=O)C1CCCN(S(=O)(=O)c2cccc3nonc23)C1 (configuration not stated)
  -1 | -19
> COc1ccc(N2CCN(CCNS(=O)(=O)c3cccc4nsnc34)CC2)cc1
  3 | 6
> O=C(NNc1nc(N2CCOCC2)nc(N2CCOCC2)n1)c1ccccc1
  -5 | 2
> Cc1ccc(NC(=O)N(O)C2CCCCC2C#N)cc1 (configuration not stated)
  -4 | -7
> Cc1nn(-c2nc3ccccc3[nH]2)c(=O)c2ccccc12
  15 | 79*
> COc1ccc(C2(OC)Oc3cc(OC)ccc3C(=O)C2(O)OC)cc1 (configuration not stated)
  9 | 8
> O=C1c2ccccc2C(=O)N1CCc1c(-c2ccccc2)[nH]c2ccccc12
  0 | 7
> Cc1ccc(-n2c(C)n[nH]c2=S)cc1
  -3 | 11
> O=[N+]([O-])c1ccc(NN=Cc2ccccc2)nc1
  -3 | -108
> O=C(O)Cc1sc(=O)[nH]c1O
  -6 | -8
> COC(=O)C1CCc2c(ccc3c2CCCC3)C1=O (configuration not stated)
  -8 | -9
> C=CCN1C(=O)C(C)NC1=S (configuration not stated)
  -26 | 3
> c1ccc(CCCNCCCn2cnc3c(OCc4ccccc4)ncnc32)cc1
  -3 | 5
> N#CC(=C(O)COC(=O)CCCNC(=O)c1ccc(Cl)cc1)c1nc2ccccc2[nH]1
  5 | -1
> O=C(O)c1ccccc1C(=O)c1cccc2c(Br)cccc12
  -4 | -1
> CCN(c1ccccc1)S(=O)(=O)c1cccc(C(=O)NCC(c2ccco2)N2CCCCC2)c1 (configuration not stated)
  1 | -12
> CC(C#N)(CCc1ccccn1)CCc1ccccn1
  0 | 0
> CC=Cc1cc2c(c(=O)o1)C(=O)C(O)C(C)O2 (configuration not stated)
  1 | -3
> COc1ccc(C(=O)N/N=C(\C)c2ccc3c(c2)C2C=CCC2C(c2ccccc2)N3)cc1 (configuration not stated)
  1 | 3
> CC(C)(C)NCC(=Cc1ccccc1)C(=O)c1ccccc1
  8 | 17
> Clc1ccc(C=Cc2ccccn2)c(Cl)c1
  -3 | -84
> COC(=O)C(C(=O)OC)C1C=CCN(C(C)=O)C1 (configuration not stated)
  4 | -24

The closing 2 records of the part before come first, to join the parts:
Structure,HKDC1 inh,Gli-Sufu block
Clc1ccc(C=Cc2ccccn2)c(Cl)c1,-3,-84
COC(=O)C(C(=O)OC)C1C=CCN(C(C)=O)C1 (configuration not stated),4,-24
Cc1ccccc1NC(=O)COC(=O)c1ccc2c(c1)C(=O)N(CCCN1CCOCC1)C2=O,-2,-1
CC12CCC3C(=CCc4cc(O)ccc43)C1CC(=NO)C2O (configuration not stated),0,-7
CCN(CC)c1ccc(/C=C(\C#N)C(=O)c2ccc(Br)cc2)cc1,-6,-5
CCOC(=O)NC1=NCC(C)(C)S1,-4,-11
CCOC(=O)Cn1c(C(F)(F)F)nc2nc(Cl)c(Cl)nc21,4,7
Cc1nccn1-c1c2c(c(C#N)c3nc4ccccc4n13)CCCC2,-12,11
CC(NC1=CC(=O)c2cccnc2C1=O)C(O)c1ccccc1 (configuration not stated),46*,-8
O=C(OCCC12CC3CC(CC(C3)C1)C2)c1ccc(NCc2cc(O)ccc2O)cc1,1,82*
COc1cccc(NC(=O)CN(C)CC(=O)Nc2ccc(C)c(S(=O)(=O)N3CCOCC3)c2)c1,-4,2
CCCNC(=O)Cn1c(=O)/c(=C/c2ccc(-c3cccc([N+](=O)[O-])c3)o2)s/c1=C\C(=O)C(C)(C)C,-4,3
COc1cccc(CC(=NO)c2cccc(OC)c2)c1,-2,-3
Cc1ccc(S(=O)(=O)NC2(C(=O)O)CCCC2)cc1,-8,6
CS(=O)(=O)c1ccc(S(=O)CC(=O)OCc2ccccc2)c([N+](=O)[O-])c1 (configuration not stated),-3,12
CC(=O)OCC(=O)C1(O)CCC2C3CCC4=CC(=O)C=CC4(C)C3C(=O)CC21C (configuration not stated),-4,8
Cc1cccc(C2NC(=O)c3ccccc3N2)c1 (configuration not stated),-4,-12
O=C(C=Cc1ccccc1Cl)c1ccccc1,22,-20
COc1ccccc1CC(=O)c1ccccc1OC,-4,5
CCN1C[C@@H]2[C@@H]3C(=O)N(Cc4ccccc4)C(=O)[C@@H]3[C@](CC)(C1=O)N2C(=O)c1ccccc1,-5,-6
COc1cccc(NC(=O)CN(C)C(=O)C2CC(=O)N(CCc3ccc(OC)c(OC)c3)C2)c1 (configuration not stated),5,-4
CCC(C)n1c(SCC(=O)N(CC)c2c(N)n(Cc3ccccc3)c(=O)[nH]c2=O)nc2ccccc2c1=O (configuration not stated),-7,5
CC(C)CC1(C2CCCC2)NC(=O)NC1=O (configuration not stated),0,5
COc1cc([N+](=O)[O-])c2nc(C(=O)O)ccc2c1,-1,9
NC(=O)c1cc2c3ccccc3ccn2c1-c1ccccc1,4,5
O=S(=O)(O)c1ccc(O)c2cc(Nc3ccccc3)ccc12,65*,9
C/C=C/c1ccc(OCC(=O)OCC(=O)NC2CC2)c(OC)c1,-3,14
O=C(C=Cc1ccccn1)c1ccccc1,3,-3
CCn1c(=O)cc(OCC(=O)N2CCc3ccccc32)c2ccccc21,-5,-4
Cc1ccccc1Oc1ccc2c(c1)[C@@H]1C[C@H](N(C)C(=O)c3ccc(C#N)cc3)[C@H]([C@H](C)O)C(=O)N1CC2,-1,1
Cc1cn(CC(=O)NCCc2ccccn2)c(=O)[nH]c1=O,-5,-7
Cc1ccc(-c2nnn3c2nc(Cl)c2ccccc23)cc1,2,4
NC(=S)NN=C1CCCCCCCC1,-27,13
O=S(=O)(c1ccc(F)cc1)c1snnc1-c1ccccc1,2,3
O=C1C(Nc2ccc(O)cc2)=C/C(=N/S(=O)(=O)c2cccs2)c2ccccc21,60*,94*
COc1cc2nc(CN(C)CC(=O)Nc3ccc(N4CCOCC4)cc3)[nH]c(=O)c2cc1OC,2,-24
CCN(CC)C1Oc2cc3c(cc2C(c2cc(OC)c(OC)c(OC)c2)C1C)OCO3 (configuration not stated),-3,29
CCNc1ncnc2c1cnn2C1CCCCO1 (configuration not stated),-7,-2
O=C(Cc1cccc(NC(=O)C2CCCN(C(=O)C3CC3)C2)c1)Nc1cccc(C(=O)N2CCCCC2)c1 (configuration not stated),0,-29
CCCCCC1CC(=O)NC1(C(=O)OCC)C(=O)OCC (configuration not stated),-7,2
O=Cc1[nH]c2ccccc2c1N(C(=O)CCl)c1ccccc1,35*,8
NC(=S)NN=C1c2ccccc2-c2cc(Br)ccc21,-6,15

In a second layout: results already given.
Molecule: CC(NC1=CC(=O)c2cccnc2C1=O)C(O)c1ccccc1 (configuration not stated)
  HKDC1 inh: 46*	Gli-Sufu block: -8
Molecule: CCCCCC1CC(=O)NC1(C(=O)OCC)C(=O)OCC (configuration not stated)
  HKDC1 inh: -7	Gli-Sufu block: 2

Additional results follow.
Structure,HKDC1 inh,Gli-Sufu block
c1ccc(C2NCCNC2c2ccccc2)cc1 (configuration not stated),-7,0
COc1cccc(OC)c1C(=O)N[C@@H]1C(=O)N2[C@@H]1SC(C)(C)[C@@H]2C(=O)O,-5,9
CC1=C(c2ccccc2)C(O)(c2ccccc2)C(C)C1=O (configuration not stated),1,2
CCOc1ncccc1C(=O)OCC(=O)Nc1cc(S(=O)(=O)N2CCCCC2)ccc1Cl,-3,-7
CC(C)C[C@H](NC(=O)c1cc2cc(Cl)ccc2n1C)C(=O)N1CCC(C(=O)O)CC1,5,16
COc1ccc(CNS(=O)(=O)CCNCc2ccccc2OC)cc1,-5,3
CN(c1ccccc1)S(=O)(=O)c1cc(C(=O)Nc2ccccc2N2CCOCC2)ccc1Cl,-1,10
OCC1OC2C(NC(=S)N2c2ccccc2)C(O)C1O (configuration not stated),-5,3
CC(C)C[C@@H](CNCC(=O)[C@H](C)NC(=O)c1[nH]cnc1C(=O)N[C@@H](C)CN)NC(=O)c1nc[nH]c1C(=O)N[C@@H](CC(=O)O)C(=O)O,2,3

16 entries from above, ordered by count of non-hydrogen atoms, low to high.
Structure,HKDC1 inh,Gli-Sufu block
NC(=S)NN=C1CCCCCCCC1,-27,13
CCNc1ncnc2c1cnn2C1CCCCO1 (configuration not stated),-7,-2
NC(=S)NN=C1c2ccccc2-c2cc(Br)ccc21,-6,15
OCC1OC2C(NC(=S)N2c2ccccc2)C(O)C1O (configuration not stated),-5,3
O=S(=O)(c1ccc(F)cc1)c1snnc1-c1ccccc1,2,3
O=Cc1[nH]c2ccccc2c1N(C(=O)CCl)c1ccccc1,35*,8
COc1ccc(CNS(=O)(=O)CCNCc2ccccc2OC)cc1,-5,3
COc1cccc(OC)c1C(=O)N[C@@H]1C(=O)N2[C@@H]1SC(C)(C)[C@@H]2C(=O)O,-5,9
O=C1C(Nc2ccc(O)cc2)=C/C(=N/S(=O)(=O)c2cccs2)c2ccccc21,60*,94*
CC(C)C[C@H](NC(=O)c1cc2cc(Cl)ccc2n1C)C(=O)N1CCC(C(=O)O)CC1,5,16
CCN(CC)C1Oc2cc3c(cc2C(c2cc(OC)c(OC)c(OC)c2)C1C)OCO3 (configuration not stated),-3,29
CCOc1ncccc1C(=O)OCC(=O)Nc1cc(S(=O)(=O)N2CCCCC2)ccc1Cl,-3,-7
CN(c1ccccc1)S(=O)(=O)c1cc(C(=O)Nc2ccccc2N2CCOCC2)ccc1Cl,-1,10
COc1cc2nc(CN(C)CC(=O)Nc3ccc(N4CCOCC4)cc3)[nH]c(=O)c2cc1OC,2,-24
Cc1ccccc1Oc1ccc2c(c1)[C@@H]1C[C@H](N(C)C(=O)c3ccc(C#N)cc3)[C@H]([C@H](C)O)C(=O)N1CC2,-1,1
CC(C)C[C@@H](CNCC(=O)[C@H](C)NC(=O)c1[nH]cnc1C(=O)N[C@@H](C)CN)NC(=O)c1nc[nH]c1C(=O)N[C@@H](CC(=O)O)C(=O)O,2,3

Screening data from PubChem.
